S2 tox: Viability Counterscreen for Primary qHTS for Inhibitors of ATXN expression; S2 cells (HEK-293 line with an ATXN2-luciferase reporter) viability, CellTiter-Fluor protease fluorescence, 24 h; Potency, µM (highest dose often 56.7 µM), actives largely listed as cytotoxic; 400,000 compounds, 0.49% hits; further: potency means the concentration at half of the fitted maximal effect; nearly all actives have a fitted effect of over 40% in size
pAkt inh: HTS Assay for Inhibitors of Akt Phophorylation: Primary Screen; Neuro2A IGF-stimulated pAkt S473 HTRF, 20 min; stronger effect = lower value; activity change, % for hits at 50 µM; 360,000 compounds, 0.32% hits; in the data active means activity change below about -80%; inconclusive means mostly about -51% to -80%; further: on the % scale 0 is the no-effect control and ±100 the full control effect
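Neuro2A cells (4,500/well, DMEM with 0.5% FBS) were treated with compound at a single 50 µM final concentration, stimulated with 6 nM IGF for 20 min at 37 °C, and lysed. Phospho-Akt Ser473 was read by HTRF as 665/615 ratio ×10^4.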
Nrf2 activator: qHTS of Nrf2 Activators; 410,000 compounds, 0.31% hits; Potency, µM (highest dose often 46.1 µM), for the others: top-dose activation, actives largely listed as activators; AREc32 ARE-luciferase reporter (MCF7-derived line), luminescence, 24 h; further: potency means the concentration at half of the fitted maximal effect; % of control where 0% means no effect; nearly all actives have a fitted effect of over 65% in size
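ARE activation measured as luciferase luminescence (Steady-Glo, 30 min RT) in AREc32_Fluc cells after 24 hr compound exposure at 37 deg C, 5% CO2; cells seeded overnight at 1000/well in OPTI-MEM, 5% FBS.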
CCT modulator: High-Throughput Screening for Modulators of Cytosolic Chaperonin Activity; AID 651819, 2012; 360,000 compounds, 0.3% hits; purified chaperonin ATPase assay, HTRF ADP detection, 30 min; activity change, % (concentration not given with the values), hits read low; in the data active means activity change below about -30%; further: on the % scale 0 is the no-effect control and ±100 the full control effect
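Nucleotide hydrolysis assay: TRiC at 20–40 nM final (set by batch activity) with 10 uM ATP, 30 min at 37 °C, in presence of 76 uM compound. Detection by competitive ADP HTRF, 30 min ambient.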
Nrf2 block: Nrf2 qHTS screen for inhibitors | 360,000 compounds, 2.1% hits | Potency, µM (titrated, usually from 46 µM), for inactives: at the top dose activity change, negative = inhibition, actives largely listed as inhibitors | A549 ARE-Fluc reporter, luciferase luminescence, 18-24 h; further: potency means the concentration at half of the fitted maximal effect; on the % scale 0 is the no-effect control and ±100 the full control effect; nearly all actives have a fitted effect of over 60% in size
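Nrf2 function is reported as luminescence of an ARE-controlled luciferase in A549 cells. Compounds were tested at several concentrations, and a CellTiter-Fluor read on the same wells flagged cytotoxicity.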
HepG2 viability: qHTS for Inhibitors of TGF-b: Cytotox Counterscreen | HepG2 CAGA-GFP viability, ATP luminescence, 18 h | Potency, µM (top dose mostly 46.1 µM), without a hit: top-dose activity change, negative = cytotoxicity, actives largely listed as cytotoxic | 410,000 compounds, 0.76% hits | AID 588856, 2011; further: potency means the concentration at half of the fitted maximal effect; some results filed as inactive show a strong effect at the top dose
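HepG2 CAGA-GFP cells (1000/well, DMEM with 1% FBS) received compound, then TGF-beta at 500 pg/mL final, and were incubated 18 hours at 37 degrees C. Viability was read by CellTiter-Glo luminescence. Media-only wells were set as complete cell-killing and DMSO as no toxicity.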
TGFb inhibitor: qHTS for Inhibitors of TGF-b; HepG2 CAGA-GFP TGF-b/SMAD3 reporter, GFP fluorescence, 18 h; TGF-beta stimulated, 500 pg/mL final; Potency, µM (titrated, usually from 46.1 µM), without a hit: at the top dose activity, negative = inhibition, actives largely listed as inhibitors; 410,000 compounds, 1.2% hits; further: potency means the concentration at half of the fitted maximal effect; on the % scale 0 is the no-effect control and ±100 the full control effect; nearly all actives have a fitted effect of over 65% in size
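First, reporter cells (HEPG2 CAGA-GFP) rested 2 h at 37 degrees C. Next, compounds were pinned in and TGF-beta added to 500 pg/mL final. After 18 h, GFP was imaged per cell and summed per well.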
A549 viability: Nrf2 qHTS screen for inhibitors: counterscreen for cytotoxicity; Potency, µM (series often up to 46 µM), without a hit: at the highest dose activity change, negative = cytotoxicity, hits mostly inhibitors; 390,000 compounds, 0.16% hits; A549 ARE-Fluc cells, CellTiter-Fluor viability, 18-24 h; AID 504648, 2011; further: potency means the concentration at half of the fitted maximal effect; on the % scale 0 is the no-effect control and ±100 the full control effect
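A549 ARE-Fluc cells in 5% FBS OPTI-MEM, 5000 cells/well, rested 2 h then exposed to compounds in concentration-response for 18-24 h at 37 °C. Viability by CellTiter-Fluor fluorescence (Ex 405/Em 525) after 30 min; luciferase luminescence (BugLite, 15 min, RT) read afterwards.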
MmCpn inh: Inhibitors of TCP-1 ring complex (TRiC) of Methanococcus maripaludis (MmCpn): qHTS; Chaperonin Mm-Cpn (Methanococcus maripaludis); AID 504842, 2011; purified Mm-Cpn ATPase, ADP Transcreener TR-FRET; Potency, µM (titrated, usually from 76.9 µM), without a hit: at the highest dose activity, negative = inhibition, actives largely listed as inhibitors; 330,000 compounds, 0.031% hits; further: potency means the concentration at half of the fitted maximal effect; on the % scale 0 is the no-effect control and ±100 the full control effect; nearly all actives have a fitted effect of over 80% in size
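Inhibition of chaperonin ATP hydrolysis is measured as reduced ADP production, detected by competitive TR-FRET in which signal falls with ADP. Final enzyme 25 nM and ATP 10 uM, reacted 30 min at 37°C.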
Active calls of the source: *; i = inactive; ? = inconclusive; · = no result given; [ ] = another dose, or the depositor's remark. Unless noted, the call rests on the fitted dose curve; in most records, active means well fitted curve in the direction sought with a large enough effect; inconclusive means small, poorly fitted or top-dose-only effect, or another doubt; inactive means no such curve, though single readings can be large; an effect the other way counts as inactive or inconclusive. The order is random; overall some 4.4% were active at least once.

SMILES	S2 tox	pAkt inh	Nrf2 activator	CCT modulator	Nrf2 block	HepG2 viability	TGFb inhibitor	A549 viability	MmCpn inh
C#CCOCCOCCOCCNc1nc(N2CCN(C(=O)Cn3cc(CCO)nn3)CC2)nc(N2CCN(C(=O)[C@H](Cc3ccc(O)cc3)n3cc(CCO)nn3)CC2)n1	i	i	-0.2%	-6.6	6%	3%	?	0%	·
COCCCN(C(=O)CSc1nc2ccccc2c(=O)n1C)c1c(N)n(Cc2ccccc2)c(=O)[nH]c1=O	?	i	0.0%	-3.2	6%	3%	11%	-3%	·
COC(=O)c1ccc2c(=O)n(CC3CCCO3)c(SCC(=O)NCCc3ccc(S(N)(=O)=O)cc3)nc2c1 (stereo not drawn)	?	i	0.4%	-1.0	4%	-7%	2%	-10%	3%
O=C(NCCC(NS(=O)(=O)OCC(Cl)(Cl)Cl)c1ccccc1)C(F)(F)F (stereo not drawn)	i	i	1.0%	-1.3	4%	-5%	-17%	1%	0%
C=CCNC(=O)C1CCN(c2ccc(S(=O)(=O)N3CCOCC3)cc2Cl)CC1	i	i	-0.5%	-1.4	2%	-3%	-5%	-3%	1%
COC(=O)c1ccccc1NC(=S)NC(=O)COc1ccccc1Cl	i	i	2.1%	2.0	7%	-24%	-3%	16%	1%
CCOC(=O)C1CCN(c2cc3c(cc2NC(=O)c2ccccc2F)n(C)c(=O)n3C)CC1	i	i	0.1%	-2.6	7%	-5%	9%	-5%	3%
Cc1cc(C)cc(N(CC(=O)NCc2ccco2)S(=O)(=O)c2ccccc2)c1	i	i	1.9%	-1.9	-7%	2%	8%	-3%	0%
O=C(COc1coc(CN2CCN(c3cccc(Cl)c3)CC2)cc1=O)NC1CCCC1	i	i	-0.2%	-0.3	?	-3%	-6%	1%	-2%
Fc1cccc(CSc2nc(NCCc3ccccc3)c3ccccc3n2)c1	·	·	25%	·	·	-15%	-5%	-2%	·
COc1ccc(OC)c(/C=N/NC(=O)c2ccc(=O)[nH]n2)c1	i	i	0.1%	-2.2	-3%	-9%	-6%	-1%	2%
CCCCCCC(=O)Nc1ccc(Cl)cn1	i	i	2.0%	-1.0	2%	-10%	-2%	2%	·
C[C@H](CO)N1C[C@H](C)[C@@H](CN(C)Cc2ccncc2)Oc2c(NC(=O)CCC(F)(F)F)cccc2C1=O	i	i	0.5%	-0.5	2%	-4%	-3%	0%	1%
O=c1cc(-c2ccccc2)n2c(SCc3c(F)cccc3Cl)nnc2[nH]1	·	·	-1.1%	·	·	0%	-5%	11%	·
Cc1ccnc(NC(=O)C2CC(=O)N(c3ccc4c(c3)OCCO4)C2)c1 (stereo not drawn)	i	i	9.1%	-3.2	?	-4%	-19%	1%	-6%
COc1ccc(NC(=S)NC2CC3CCCC(C2)N3C2CC2)cc1 (stereo not drawn)	i	i	2.7%	0.9	8%	11%	0%	3%	-3%
Nc1ccccc1SCc1cc([N+](=O)[O-])cc2c1OCOC2	i	i	2.9%	-4.9	6%	-40%	-9%	0%	-1%
CCN(CC)CCn1c(NCc2cccc(OC)c2OC)nc2ccccc21	i	i	-0.6%	-1.9	-1%	2%	-23%	-2%	-1%
CC(=O)/C(N=Nc1ccc2c(c1)OCCO2)=C(\C)O	?	i	3.4%	-2.7	12%	-21%	-2%	-14%	-9%
CCCSc1nc(C)c(-c2csc(C(C#N)=C3CCCC3)n2)cc1C#N	i	i	4.3%	-0.6	?	-34%	3%	-1%	-3%
Cc1ccc(NC(=O)CCC(=O)NNC(=O)NC23CC4CC(CC(C4)C2)C3)cc1C	i	i	0.1%	-3.5	?	-20%	-6%	6%	-3%
CCc1ccc(N2CC(C(=O)Nc3cccc(C(=O)NC4CC4)c3)CC2=O)cc1 (stereo not drawn)	i	i	0.1%	-0.4	16%	-7%	-3%	-2%	-6%
Cc1ccccc1COc1ccc(-c2nn[nH]n2)cc1	i	i	-0.1%[9.22 µM]	1.8	?	9%	8%	0%	0%
Cc1ccc2c(c1)N(CC(=O)NCC1CCCO1)C(=O)C(C)O2 (stereo not drawn)	i	i	3.1%	2.1	24%	10%	-1%	2%	1%
C/C(=N/N1CCN(Cc2cccc3ccccc23)CC1)c1ccco1	?	i	2.1%	-0.8	3%	17%	25%	-3%	2%
Cc1c(Cl)cccc1-n1nnnc1-c1cccs1	i	i	0.3%	-0.6	-8%	-27%	-6%	-1%	0%
COc1ccccc1N1CCN(C(=O)c2oc3cc(C)c(C)cc3c2C)CC1	i	i	-0.8%	2.2	·	-9%	?	-3%	0%
COc1ccc(-c2csc(C(C)(O)c3cccc(F)c3)n2)cc1 (stereo not drawn)	?	i	0.4%[9.22 µM]	0.3	·	-22%	-22%	·	·
COC(=O)C(CCSC)NC(=O)Cn1ncc2c(=O)oc3ccccc3c21 (stereo not drawn)	i	i	-0.5%	0.0	8%	1%	2%	-2%	1%
CCCCCCCc1c(O)nc(SCC(=O)O)[nH]c1=O	i	i	-0.8%	1.8	0%	-5%	-5%	0%	0%
CC(=O)c1ccc(NC(=O)c2cc(Cl)sc2Cl)cc1	i	i	?	-1.0	?	-3%	0%	1%	-1%
CCS(=O)(=O)Nc1ccc(C2=NN(S(=O)(=O)c3ccc(F)cc3)C(c3ccco3)C2)cc1 (stereo not drawn)	i	i	-0.1%	-5.0	·	-32%	-12%	2%	2%
Cc1c(C(=O)c2no[n+]([O-])c2C(=O)c2cnn(C)c2C)cnn1C	·	i	5.0%	-0.1	-17%	11µM*	7.9µM*	1%	0%
COc1ccc(/C=N/N2CCOCC2)cc1COc1ccc(F)cc1	i	i	0.0%	1.5	0%	1%	3%	5%	1%
Cc1ccc(OCC(=O)N/N=C/c2ccncc2)cc1	i	i	2.5%	-0.4	3%	-6%	-3%	1%	1%
O=C(CCN1C(=O)c2ccccc2C1=O)Nc1sc2c(c1C(=O)NCc1ccco1)CCCC2	i	i	0.3%	-0.5	-20%	-25%	10%	-3%	0%
Cc1cc(C(=O)CSc2cccc[n+]2[O-])c(C)n1-c1ccccc1	i	i	-1.0%	-38*	?	-4%	-18%	0%	-3%
O=C(NCCc1cccc(Cl)c1)c1cccc([N+](=O)[O-])c1	i	i	-0.1%	-0.8	12%	-2%	7%	0%	-1%
CCOc1ccc(NC(=O)CCC(=O)c2ccc(OC)cc2)cc1	i	i	0.2%	-2.1	-15%	4%	0%	6%	1%
CCCCN(CC)Cc1ccc(CNC(=O)Nc2ccc(F)cc2)o1	i	i	0.0%	0.3	?	-30%	?	3%	2%
COC(=O)C1=C(C)N(c2cccc(C)c2)C(=O)/C1=C\c1cccs1	i	i	3.2%	-1.7	·	1%	2%	-10%	-9%
CCCCCCOc1ccc(N2C(=O)CC(SCCN)C2=O)cc1 (stereo not drawn)	i	i	0.2%	-0.6	-17%	-24%	-16%	-3%	2%
Cc1ccc(NC(=O)C2CC(=O)Nc3ncnn32)cc1Cl (stereo not drawn)	i	i	0.2%	-0.6	0%	0%	0%	6%	0%
Cc1nnc(NC(=O)c2c(F)cccc2F)s1	i	i	0.3%	-1.8	3%	-10%	0%	-2%	1%
C=CCn1cc(F)c(=O)n(CC=C)c1=O	i	i	-0.4%	0.0	17%	7%	4%	0%	-3%
O[C@H]1CN(CC2CCCCC2)[C@@H](c2ccccc2)C[C@@H]1n1cc(C2CC2)nn1	i	i	-0.6%	-3.6	·	-50%	?	·	·
Cc1cccc(OCC(=O)N=Nc2c(O)[nH]c3ccc([N+](=O)[O-])cc23)c1	i	i	15%	1.8	-6%	0%	-1%	-8%	-1%
COc1cccc(OC)c1-c1cnc(NC(C)=O)cn1	?	i	0.4%	1.7	·	-1%	?	·	·
CCc1sc(C(=O)NNC(=O)c2cncc(Br)c2)cc1C	i	i	0.6%	2.6	2%	-12%	-17%	0%	0%
O=C(NCCO[N+](=O)[O-])c1cccnc1	i	i	-0.6%	-0.9	-4%	-11%	-6%	-1%	3%
O=C(CCNS(=O)(=O)c1cccs1)Nc1nccs1	i	i	0.7%	-8.3	-12%	-2%	-1%	1%	-3%
Cc1ccc(NC2C(=O)NC(=O)NC2=O)cc1	i	i	0.9%	-1.9	-1%	-3%	-3%	4%	·
